Compound activity as filed in PubChem.
PMI activator: phosphomannose isomerase (human) activation; purified human PMI, coupled resazurin fluorescence, 20 min; active compounds read high; 1 = vehicle control, 0 substrate-free wells; activation factor at 20 µM; 190,000 tested, 0.005% active; AID 1214;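 active means activation factor of 2 or more at 20 µM, relative to plate controls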
HMGR II inh: E. faecalis class II HMG-CoA reductase inhibition | inhibition, % at 10 µM | AID 1066 | purified E. faecalis HMGR, NADPH absorbance 340 nm kinetic | 190,000 tested, 0.41% active;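 active means inhibition above a set limit, the median over all tested compounds plus 3 SD, cut at about 9.5% in these data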;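 further: enzyme runs in reverse so mevalonate oxidation gives rising NADPH absorbance; 0% = complete reaction with DMSO and 100% = background rate lacking mevalonate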
Diaphorase act: counter-screen for diaphorase-based assays: diaphorase activators and chemical reducers; Diaphorase/resazurin coupled assay, resorufin fluorescence, 16 min; active compounds read high; 1 = vehicle wells, 0 = NADH-free wells; activation factor at 20 µM; 190,000 tested, 0.005% active; AID 1229;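 active means diaphorase activity raised at least twofold by the compound at 20 µM; inactive means activation factor below 2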
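Test system: Clostridium kluyveri diaphorase, purified enzyme. Buffer or medium: 50 mM HEPES pH 7.4 buffer plus MgCl2 and Tween 20. Also added: 0.114 mM NADH and 0.1 mM resazurin, final amounts. Dosing: compound 20 µM once, DMSO 1%. Schedule: 16 min enzyme reaction, ambient temperature. Detection: fluorescence of resorufin, 544 nm excitation, 590 nm emission.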
PMI act hi M6P: activators of human phosphomannose isomerase at near-saturating mannose 6-phosphate; P34949; coupled PMI enzyme assay, resazurin fluorescence, 20 min; active compounds read high; 1 = untreated enzyme, 0 = substrate-free blank; activation factor at 20 µM; 190,000 tested, 0.34% active; AID 1216;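 active means activation factor of 2 or more at 20 µM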
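Material: human phosphomannose isomerase with PGI, G6PDH, diaphorase coupling enzymes. Quantity: 15 ng/mL PMI. Medium: HEPES pH 7.4 buffer with MgCl2 and Tween-20. Reagent: Near-saturating mannose-6-phosphate, 1.0 mM. Compound: 20 µM single dose. Times: enzyme reaction with compound 20 min at room temperature. Detection: resorufin fluorescence at Ex 544/Em 590 nm.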
TNAP inh noacc: TNAP (human) inhibition, acceptor-free conditions. P05186. purified TNAP, CDP-star luminescence, 30 min. inhibition, % at 20 µM. 200,000 tested, 0.26% active;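 active means tissue-nonspecific alkaline phosphatase inhibition above about 50% at 20 µM in the single-dose screen, limit read from the data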;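 further: 0% = DMSO negative control and 100% = EDTA positive control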
Diaph inh CS: diaphorase inhibition or chemical oxidation counter-screen; diaphorase resazurin-to-resorufin fluorescence, NADH, 16 min; bacterial (C. kluyveri) enzyme, not human; inhibition, % at 20 µM; 190,000 tested, 0.69% active;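 active means primary screen inhibition at 20 µM above a set limit, cut at about 50% in these data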;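 further: plate controls were DMSO with full reaction for no effect and wells lacking NADH for full effect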
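Test system: Clostridium kluyveri diaphorase enzyme / Quantity: diaphorase at 0.14 U/mL in enzyme working solution / Incubation: 16-min room-temperature incubation before reading / Benchmarks: NADH-free wells as positive control, DMSO-only neutral wells / Signal: resorufin fluorescence 544/590 nm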
TNAP inh hi DEA: blocks human TNAP under high phosphate acceptor concentration; inhibition, % at 20 µM; 200,000 tested, 0.03% active; P05186; purified TNAP, CDP-star luminescence, 1 M DEA;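 active means over 50% inhibition of tissue-nonspecific alkaline phosphatase at 20 µM in the single-dose screen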;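 further: plate controls were DMSO wells for no effect and EDTA-quenched wells as full inhibition for full effect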
G6PDH counter: counter-screen for G6PDH assay hits: L. mesenteroides G6PDH inhibition; 200,000 tested, 0.12% active; inhibition, % at 5 µM; AID 1020; Purified L. mesenteroides G6PDH, diaphorase/resazurin coupled fluorescence, 45 min; in the data active means inhibition above about 50%
FLuc stim CS: firefly luciferase counter-screen for stimulation assays; ATPlite luciferase biochemical, luminescence, 10 min; 0 = ATP-free wells, 1 = DMSO control; AID 1027; 200,000 tested, under 10 active; activation factor at 10 µM; P08659;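 active means luciferase activation factor, scaled between plate controls, of at least 2 with compound at 10 µM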
Target sequence (P08659 whole entry, looked up): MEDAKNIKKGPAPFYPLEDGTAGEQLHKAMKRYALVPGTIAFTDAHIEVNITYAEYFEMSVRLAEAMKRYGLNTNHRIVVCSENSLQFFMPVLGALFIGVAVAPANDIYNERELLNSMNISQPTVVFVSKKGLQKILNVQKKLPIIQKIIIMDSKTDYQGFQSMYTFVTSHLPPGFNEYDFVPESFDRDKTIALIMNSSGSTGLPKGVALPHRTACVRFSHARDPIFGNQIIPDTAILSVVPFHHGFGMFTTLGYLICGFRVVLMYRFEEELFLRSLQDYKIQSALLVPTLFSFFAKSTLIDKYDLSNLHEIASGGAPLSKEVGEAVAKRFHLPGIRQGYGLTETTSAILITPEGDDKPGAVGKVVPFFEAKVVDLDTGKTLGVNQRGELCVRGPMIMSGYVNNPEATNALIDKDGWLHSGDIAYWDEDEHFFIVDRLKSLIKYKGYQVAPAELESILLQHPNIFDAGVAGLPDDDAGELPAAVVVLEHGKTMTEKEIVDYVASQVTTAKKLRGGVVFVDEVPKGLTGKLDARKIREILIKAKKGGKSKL
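Material: Luciferase/luciferin reagent mix | Doses: Test compounds dosed from 2 mM stocks in 100% DMSO | Timing: 10 min incubation after luciferase reagent addition, room temperature | Measured by: Luminescence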
TNAP act hi DEA: increases human TNAP activity under high phosphate acceptor concentration. P05186. purified TNAP, CDP-star luminescence, 1 M DEA, 30 min; active compounds read high; 0 = EDTA background, 1 = DMSO-only activity. activation factor at 20 µM. 200,000 tested, under 10 active. AID 1136;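 active means activation factor at least 2 at 20 µM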
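Control set: EDTA negative control, DMSO positive control / Assay system: human TNAP / Quantity: TNAP 1/800 final / Evaluation: TNAP activation factor scaled between EDTA and DMSO control wells / Measured by: luminescent substrate turnover signal / Compound dosing: one dose, 20 µM / Times: 30 min enzyme reaction at room temperature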
Starred values were filed as active, the others as inactive; x = no result given.

SMILES	PMI activator	HMGR II inh	Diaphorase act	PMI act hi M6P	TNAP inh noacc	Diaph inh CS	TNAP inh hi DEA	G6PDH counter	FLuc stim CS	TNAP act hi DEA
CCC(=O)Nc1sc2c(c1C#N)CC(C)(CC)OC2 (stereo unspecified)	1	1	0.9	1	-7	15	-4	14	1.1	1
O=C(Nc1ccc2c(c1)OCO2)c1ccc(NC2CC2)c([N+](=O)[O-])c1	0.9	2	0.9	0.9	-1	9	6	-17	1	0.9
Cc1cc(C)c(S(=O)(=O)c2ccccc2C)c(OCCO)n1	1	-3	0.9	1	-11	10	-8	3	1.1	1.1
Nc1cc(=O)nc(SCC(=O)Nc2cccc3ccccc23)n1CCc1ccccc1	0.9	-7	0.8	0.9	-9	16	-2	5	1	1
COc1ccc(CCCC(=O)Nc2ccc(F)cc2)cc1	1	0	0.8	0.9	-2	15	0	6	1	1
CCOC(=O)c1cc2sccc2n1CCCN1C(=O)c2ccccc2C1=O	1	-1	0.7	1	-7	28	-6	7	1	1.1
CC(=O)N1CCN(c2nc(-c3ccco3)c3c(c2C#N)CC(C)(C)SC3)CC1	1	0	0.7	0.8	-10	28	-6	2	1	1.1
COc1cccc(OC)c1C(=O)Nc1ccccc1N1CCCC1	0.8	-1	0.8	0.9	-10	18	-5	7	1	1.1
Cc1ccc(CNC(=O)C2CCN(S(=O)(=O)N3CCOCC3)CC2)cc1	1.1	3	0.9	0.9	3	8	-4	2	1.1	1
Cc1ccc(CN2CC(C(=O)Nc3cccc(S(=O)(=O)N4CCCCC4)c3)CC2=O)cc1 (stereo unspecified)	0.9	-4	0.8	0.9	-12	25	-7	0	1	1.1
C/C(=N\NC(=O)c1ccc(CSc2nncn2C)cc1)c1cccs1	1.1	-2	1.1	1.1	-11	-11	-3	3	0.5	1
Cc1ccccc1NC(=O)/C=C/c1ccc([N+](=O)[O-])s1	1	2	0.9	0.9	-3	15	-5	4	1.1	1.1
CCOC(=O)c1c(C)[nH]c(C2=NNC(=Nc3ccccc3)SC2)c1C	0.9	1	0.9	1	2	6	5	-14	0.9	0.9
Cc1ccc(Cl)cc1NC(=O)C(NS(=O)(=O)c1cccs1)c1ccccc1 (stereo unspecified)	1.2	-2	0.8	1.2	-4	16	-2	-3	1.1	1
CC(C)Cn1c2ccccc2c2cc(C(=O)O)ccc21	0.9	1	0.8	0.9	-14	16	-2	1	1	1

Record cards (already shown). Screens in order: PMI activator, HMGR II inh, Diaphorase act, PMI act hi M6P, TNAP inh noacc, Diaph inh CS, TNAP inh hi DEA, G6PDH counter, FLuc stim CS, TNAP act hi DEA
`CCC(=O)Nc1sc2c(c1C#N)CC(C)(CC)OC2` (stereo unspecified) is entered as 1, 1, 0.9, 1, -7, 15, -4, 14, 1.1, 1
`COc1cccc(OC)c1C(=O)Nc1ccccc1N1CCCC1` is entered as 0.8, -1, 0.8, 0.9, -10, 18, -5, 7, 1, 1.1
`Cc1cc(C)c(S(=O)(=O)c2ccccc2C)c(OCCO)n1` is entered as 1, -3, 0.9, 1, -11, 10, -8, 3, 1.1, 1.1
`CCOC(=O)c1c(C)[nH]c(C2=NNC(=Nc3ccccc3)SC2)c1C` is entered as 0.9, 1, 0.9, 1, 2, 6, 5, -14, 0.9, 0.9
`COc1ccc(CCCC(=O)Nc2ccc(F)cc2)cc1` is entered as 1, 0, 0.8, 0.9, -2, 15, 0, 6, 1, 1

The list goes on:
SMILES	PMI activator	HMGR II inh	Diaphorase act	PMI act hi M6P	TNAP inh noacc	Diaph inh CS	TNAP inh hi DEA	G6PDH counter	FLuc stim CS	TNAP act hi DEA
O=C(O)CN1C(=O)NC2NC(=O)NC21 (stereo unspecified)	1.1	-1	0.9	1	-8	10	-6	9	1.1	1.1
O=C(CSCc1cccc(Br)c1)N=Nc1c(O)[nH]c2ccccc12	0.8	x	0.9	0.9	-6	13	-2	2	1	1
CC(=O)Nc1cccc(-c2cn3ccc(C)cc3n2)c1	1	-4	1.1	1	-1	-11	4	15	0.2	1
CCOC(=O)/C(=N\Nc1ccc(Br)cc1)N1CCN(c2ccccc2OC)CC1	1.8	3	0.9	2.4*	-4	7	-2	0	1	1
CN(C)S(=O)(=O)c1ccc(=S)[nH]c1	1.2	-5	0.8	1.3	-12	21	-3	1	1.1	1
CCOc1cc(-c2ccccc2)nc(N)n1	1	0	1	1	-7	1	-1	4	0.9	1
Cc1ccc(N(CC(O)CN2CCCC2)S(=O)(=O)c2ccc(C)cc2)cc1 (stereo unspecified)	1	6	0.9	1	-13	11	-3	3	1.1	1
C[C@H](CO)NC(=O)[C@H](C)[C@H]1C[C@]1(C)[C@H](NC(=O)OCc1ccccc1)c1ccccc1	1.1	-3	0.9	1.1	-6	6	-1	8	1.1	1
COCCNc1nc(SCc2ccccc2)nc2sc3c(c12)CCC3	0.9	-1	0.8	0.9	-7	20	0	4	1.1	1
CC(C)(C)C1C/C(=C/c2ccccn2)C(=O)/C(=C/c2ccccn2)C1 (stereo unspecified)	1.1	1	0.8	1.1	-4	17	1	1	1.1	1
CC(=O)c1cc(CN2CCN(C(C)C)C(CCO)C2)cs1 (stereo unspecified)	0.8	-6	0.8	0.9	-10	18	-5	10	1.1	1
Cc1nn(Cc2ccc(Cl)cc2)c(C)c1NC(=O)/C=C/c1cnn(C)c1	1	-5	1	1	-4	0	-4	5	1.1	1
O=C(COc1ccc(/C=N/NS(=O)(=O)c2ccccc2)cc1)Nc1ccc(F)cc1	0.8	-3	0.8	0.9	-6	22	-3	3	1	1
Cc1nc(CSc2ccc(Cl)cc2)cc(N2CC(C)OC(C)C2)n1 (stereo unspecified)	1	-3	0.8	0.9	-12	19	-5	5	1.1	1.1
COc1ccc(C2C(C(N)=O)=C(C)Nc3nc(-c4cccc(Cl)c4)nn32)cc1OC (stereo unspecified)	0.9	-4	0.9	1	-9	10	-6	2	1.1	1.1

Molecules above containing a nitro group on carbon (two):
SMILES	PMI activator	HMGR II inh	Diaphorase act	PMI act hi M6P	TNAP inh noacc	Diaph inh CS	TNAP inh hi DEA	G6PDH counter	FLuc stim CS	TNAP act hi DEA
O=C(Nc1ccc2c(c1)OCO2)c1ccc(NC2CC2)c([N+](=O)[O-])c1	0.9	2	0.9	0.9	-1	9	6	-17	1	0.9
Cc1ccccc1NC(=O)/C=C/c1ccc([N+](=O)[O-])s1	1	2	0.9	0.9	-3	15	-5	4	1.1	1.1

Next section:
SMILES	PMI activator	HMGR II inh	Diaphorase act	PMI act hi M6P	TNAP inh noacc	Diaph inh CS	TNAP inh hi DEA	G6PDH counter	FLuc stim CS	TNAP act hi DEA
COC(=O)C1=CN(CC2CCCO2)C=C(C(=O)OC)C1c1ccccc1C(F)(F)F (stereo unspecified)	0.9	-4	0.9	1	-17	13	0	7	1	1
CCc1nnc(NC(=O)CSc2nc(-c3ccc(F)cc3)cc(-c3ccccc3)c2C#N)s1	0.7	-2	0.9	1.1	-7	9	12	-6	1.1	0.9
COc1ccc(C(=O)/C=C/c2ccc(C)cc2)c(OC(=O)c2ccc([N+](=O)[O-])cc2)c1	0.9	-3	0.9	0.8	-5	14	-4	-40	1	1
COc1cccc(C2=NOC(C(=O)Nc3cccnc3Cl)C2)c1 (stereo unspecified)	1.1	-1	0.8	1	-12	15	-7	-2	1.1	1.1
CCOC(=O)COc1nc(N(C)C)nc(N(C)C)n1	0.9	0	0.9	0.9	-3	12	1	-4	1	1
Cn1c(=O)n(Cc2ccccc2F)c(=O)c2c1nc1n2CCCN1CCc1ccccc1	1.2	-2	0.9	1.1	-11	6	-6	4	1.1	1.1
CCCCCCCCCc1nc2sc3c(c2c(=O)n1NC(=O)c1ccccc1[N+](=O)[O-])CC(C)(C)OC3	0.9	-5	0.8	0.9	-4	20	1	-7	1	1
Cc1ccc(CN2CCN(Cc3cnn(-c4ccc(Cl)cc4)c3)CC2CCO)o1 (stereo unspecified)	1	-4	0.9	1.1	-11	7	-7	6	1.1	1.1
CCCCN1C(=O)C(NC(=O)c2cccnc2)(C(F)(F)F)C2=C1CC(C)(C)CC2=O (stereo unspecified)	0.9	-6	0.9	0.9	-7	12	-1	1	1	1
CCOc1ccccc1Nc1ccc(C(=O)O)cc1NC(C)=O	0.9	3	1	1	-11	0	-5	0	1	1
